# Compound activity as filed in PubChem.
# SKN-1 block: inhibitors of C. elegans SKN-1; hit rate 0.49% among 360,000; inhibition, % at 21.8 µM; C. elegans VP596 Pgst-4::GFP/RFP ratio, acrylamide-induced, 24 h; AID 624304;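 active = interference check ratio from 0.5 to 1.5 plus GFP to RFP signal ratio inhibition reaching or exceeding a fixed threshold, cut at about 30% in these data, passing the limit was not always enough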; also: some compounds called inactive have numbers as strong as hits
# Rpn11 block: blocks the human proteasome subunit Rpn11; O00487; human 26S proteasome, Ub4-pepOG fluorescence polarization; 20S core pre-blocked with epoxomicin; calls only at 20 µM; hit rate 0.59% among 360,000;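 active = inhibition at 20 µM, scaled to each plate's controls, above about 33%, limit read from the data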
# LMPTP inh: LMPTP (human) inhibition. inhibition, % at 20 µM. recombinant LMPTP-A, OMFP fluorogenic substrate, fluorescence intensity. hit rate 0.22% among 360,000. P24666;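 active = compounds that cut the enzyme signal by at least half of the control window in the single-dose screen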;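 also: plate controls were DMSO wells with enzyme plus substrate for no effect and substrate without enzyme for full effect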
# Target sequence (P24666 whole entry, looked up): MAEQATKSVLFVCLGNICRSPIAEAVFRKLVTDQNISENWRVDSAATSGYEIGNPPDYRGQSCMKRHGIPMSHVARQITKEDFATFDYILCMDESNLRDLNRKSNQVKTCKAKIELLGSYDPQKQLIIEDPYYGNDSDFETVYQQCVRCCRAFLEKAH
#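 Material: LMPTP-A; amount: 0.625 nM enzyme; doses: single 20 µM dose; times: reaction 50 min, room temperature, dark; technique: fluorescence intensity of OMFP turnover product; benchmarks: no-enzyme and uninhibited controls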
# DNMT1 block: inhibitors of human DNMT1; P26358; DNMT1 molecular beacon, Hinp1I cleavage, fluorescence; inhibition (reported as % activation of signal), % at 10 µM; hit rate 0.83% among 360,000; in the data active = inhibition above about 50%
# STEP block: STEP (human) phosphatase inhibition; recombinant STEP, OMFP fluorogenic substrate, fluorescence; inhibition, % at 20 µM; hit rate 0.25% among 360,000; AID 588621;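 active = inhibition at 20 µM, scaled per plate between control wells, above about 37%, limit read from the data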;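 also: 0% = DMSO with enzyme and substrate and 100% = substrate only without enzyme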
# Target sequence (P54829 whole entry, looked up): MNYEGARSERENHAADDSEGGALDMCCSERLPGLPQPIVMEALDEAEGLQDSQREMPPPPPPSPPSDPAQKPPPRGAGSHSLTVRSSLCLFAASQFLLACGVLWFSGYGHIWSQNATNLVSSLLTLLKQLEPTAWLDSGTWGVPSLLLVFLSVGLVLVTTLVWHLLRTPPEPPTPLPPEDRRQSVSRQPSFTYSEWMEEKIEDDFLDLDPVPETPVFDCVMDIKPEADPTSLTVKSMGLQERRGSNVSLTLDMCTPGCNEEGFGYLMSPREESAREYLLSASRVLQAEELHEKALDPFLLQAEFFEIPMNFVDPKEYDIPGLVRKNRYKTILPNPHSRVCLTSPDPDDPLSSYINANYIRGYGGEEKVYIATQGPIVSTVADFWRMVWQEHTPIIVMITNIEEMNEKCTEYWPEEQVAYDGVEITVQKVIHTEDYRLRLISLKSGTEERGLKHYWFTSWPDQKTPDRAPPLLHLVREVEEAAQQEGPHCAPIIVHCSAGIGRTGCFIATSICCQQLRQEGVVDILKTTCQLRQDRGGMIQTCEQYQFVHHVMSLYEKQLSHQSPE
#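 Material: STEP (striatal-enriched tyrosine phosphatase) enzyme, cell-free | Medium: 50 mM Bis-Tris pH 6.0 with 2.5 mM DTT and 0.005% Tween 20 | Read-out: Percent inhibition scaled to no-enzyme and uninhibited-enzyme controls, plate-pattern corrected | Signal: Fluorescence read at 480 nm ex / 540 nm em | Times: 20 min reaction, room temperature, in the dark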
# Scp-1 inhibitor: Scp-1 (human) phosphatase inhibition; Q9GZU7; Recombinant Scp1, phosphopeptide, malachite green phosphate absorbance; inhibition, % at 20 µM; hit rate 0.88% among 340,000; AID 493091;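 active = inhibition above about 50% at 20 µM, limit read from the data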;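 also: plate controls were DMSO wells with enzyme for no effect and wells lacking enzyme for full effect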
# Target sequence (Q9GZU7 76-261 limits assumed): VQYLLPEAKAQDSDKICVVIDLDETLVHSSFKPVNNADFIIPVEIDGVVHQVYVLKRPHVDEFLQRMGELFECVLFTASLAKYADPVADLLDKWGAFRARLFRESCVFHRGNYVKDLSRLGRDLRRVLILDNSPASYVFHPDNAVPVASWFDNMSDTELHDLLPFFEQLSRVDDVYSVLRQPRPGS
#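 Test system: SCP-1 phosphatase catalytic domain, residues 76-261 | Compound dosing: One concentration, 20 µM, with 1.0% DMSO | Schedule: 45 min room-temperature reaction, 5 min colour, 30 min stabiliser | Detection: Absorbance at 630 nm | Read-out basis: % inhibition of SCP-1 phosphate liberation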
# NadD inh: inhibitors of Staphylococcus aureus NadD | inhibition, % at 20 µM | AID 602399 | hit rate 0.78% among 360,000 | purified NadD enzyme, colorimetric absorbance read-out; in the data active = inhibition above about 26%; also: some compounds past the cut are filed as inactive
# CendR NRP1 mod: alters CendR peptide binding to human NRP-1; O14786; FAM-RPARPAR peptide binding to NRP-1, fluorescence polarization; inhibition, % at 25 µM; hit rate 0.85% among 360,000;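 active = inhibition or corrected inhibition above about 18%, plus a signal ratio from 0.5 to 1.5, limit read from the data, passing the limit was not always enough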; also: strong numbers were not always called active
# MT1-MMP act inh: inhibitors of human MT1-MMP activation; P50281; HT1080 RFP-PRO-GFP cells, GFP/RFP ratio fluorescence, overnight; percent of plate control window, DMSO zero; GFP/RFP ratio change, % at 20 µM; hit rate 0.061% among 360,000; AID 651647;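 active = GFP/RFP ratio change of at least 30% with cell ATP level not reduced by more than half and red fluorescence within 50% of control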; also: strong numbers were not always called active
#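 Assay system: HT1080 RFP-PRO-GFP cells | Dosing: 20 µM single dose, 1% DMSO | Incubation: Cells overnight before dosing, compound overnight, 37 °C, 5% CO2 | Evaluation: GFP/RFP fluorescence ratio | Control set: DMSO-only wells and HT1080 RFP-L50D-GFP cell wells as references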
# SUMO1 PPI mod: modulators of human SUMO1-mediated protein-protein interactions | P63165 | hit rate 0.33% among 360,000 | AID 602429 | SUMO1 binding to a labelled peptide, TR-FRET, 1 h | inhibition, % at 20 µM; in the data active = inhibition above about 37%
# Target sequence (P63165 whole entry, looked up): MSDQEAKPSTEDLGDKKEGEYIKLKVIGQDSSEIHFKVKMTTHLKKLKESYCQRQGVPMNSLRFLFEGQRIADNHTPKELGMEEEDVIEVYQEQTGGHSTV
# * = called active by the depositor; i = inactive; nt = no result given.
SKN-1 block	LMPTP inh	SUMO1 PPI mod	STEP block	NadD inh	CendR NRP1 mod	DNMT1 block	Rpn11 block	MT1-MMP act inh	Scp-1 inhibitor	compound
-2	3.9	1	3	-8	-9	-1	i	-2	-20	C=CCN1C(=O)C(Cc2ccc(OCC)cc2)S/C1=N\N=C\c1cccs1 (configuration not stated)
29	1.8	3	0	7	8	-1	i	2	-5	COc1ccc(NC(=O)N(C)C[C@H]2Oc3c(NC(=O)Nc4ccc5c(c4)OCO5)cccc3C(=O)N([C@H](C)CO)C[C@@H]2C)cc1
0	-2.9	3	-3	-8	2	6	i	4	-7	Cc1cc(C)c(C)c(S(=O)(=O)Nc2ccccc2C(=O)O)c1C
7	0.1	-2	-3	3	-3	-2	i	-9	-12	CN(CC(=O)Nc1ccc(Cl)c(C(F)(F)F)c1)C(=O)Cc1n[nH]c(=O)c2ccccc12
29	6.3	-6	1	-1	1	-5	i	-6	-6	COc1ccccc1N1CCN(c2ccnc3cc(Cl)ccc23)CC1
15	1.5	3	4	18	-2	0	i	-1	-2	O=C(c1ccoc1)N1CCC2(CC1)Oc1ccc(Cl)cc1C(=O)C21CC(c2ccc(Cl)cc2)=NO1 (configuration not stated)
-3	0.4	2	-1	2	4	3	i	1	-5	O=C(Nc1ccc(N2CCN(c3ccccc3)CC2)c(F)c1)C1CC1
4	-1.7	3	-1	-6	-8	-2	i	-2	-6	OCCC1CN(Cc2cccn2-c2ccccn2)CCN1Cc1ccccc1 (configuration not stated)
-17	-0.8	-8	4	-1	5	2	i	4	-2	CC1CCCN(c2nc3ccsc3c(=O)s2)C1 (configuration not stated)
2	-1.1	1	-2	3	2	1	i	4	31	CC1CCCN(C(=O)COC(=O)c2n[nH]c3ccccc23)C1 (configuration not stated)
13	-1.3	-6	1	11	0	15	i	-6	-3	Cc1ccc2oc(C(=O)Nc3cc(C)on3)c(C)c2c1
4	-0.1	-1	-5	-11	-9	-6	i	0	3	Clc1cccc(CON/C=N/c2ncnc3sccc23)c1
11	-1.5	-3	1	-4	-12	1	i	4	-6	Cc1cc(C(F)F)n2ncc(C(=O)N3CCCCC3)c2n1
2	1.6	-2	-5	-8	0	3	i	-4	-8	Cc1ccc2oc(=O)n(CCCOc3ccccc3C)c2c1
-9	-0.5	11	-3	-14	2	3	i	-7	-9	FCCCOc1ccc(CN2CCN(c3ccccc3F)CC2)cc1
2	-4.8	-2	0	-1	4	0	i	0	-3	CC1CN(S(=O)(=O)c2ccc(C(=O)NCCCn3ccnc3)cc2)CC(C)O1 (configuration not stated)
5	-0.4	4	0	1	12	4	i	3	-8	CCOC(=O)c1c(C)n(C)c2cc(-c3ccc(F)cc3)c(O)cc12
10	-0.3	4	-2	-4	5	-6	i	1	-8	COc1cc(OC)cc(C(=O)Nc2ccc(S(=O)(=O)N(C)C)cc2)c1
3	2.8	2	4	-3	10	18	i	1	-6	Cc1ccc(F)c(NC(=O)c2c(-c3ccccc3)noc2C)c1
-6	-0.9	-3	1	-5	-1	1	i	-2	2	O=C(NCc1cccc(C(F)(F)F)c1)c1ccc(=O)[nH]c1
-4	0.5	4	-2	1	-10	5	i	-1	-5	Cc1cc(C)n(-c2ccc(C(=O)OCC(=O)N3CCN(c4ccccc4)CC3)cc2)n1
-8	-2.0	2	2	-2	-10	1	i	-1	3	Cc1c(NC(=O)C(C)OC(=O)c2cc(Cl)nc(Cl)c2)c(=O)n(-c2ccccc2)n1C (configuration not stated)
15	-1.8	4	-4	0	5	-1	i	1	3	Cc1csc(NC(=O)c2nc3nccc(C)n3n2)n1
-10	1.7	-1	4	-4	4	-2	i	-2	-15	Cc1cccc(C)c1OCC(=O)Nc1ccccc1C(F)(F)F
-10	-3.1	-9	1	-1	6	-2	i	5	3	O=C(/C=C/c1ccc(Cl)cc1)NCc1ccncc1
-28	-0.7	1	-9	-5	-8	2	i	0	6	CC(C)(C)n1nnnc1C(c1cccnc1)N(Cc1ccccc1)Cc1ccco1 (configuration not stated)
4	-1.8	2	2	1	-1	2	i	3	12	CCOC(=O)c1[nH]c2ccc(OC)cc2c1NC(=O)CCN1CCSCC1
16	-1.4	-1	-2	-2	3	7	i	0	-6	COc1ccc(NC(=O)CN(C)S(=O)(=O)c2ccc3c(c2)CC(C)N3C(C)=O)c(OC)c1 (configuration not stated)
-1	0.2	1	-4	-1	5	2	i	-5	-5	Cc1ccc(NC(=O)CCn2cnc3ccccc3c2=O)cc1
14	-0.6	-3	0	0	-3	0	i	2	-6	O=C(CCSCc1ccccc1F)N1CCN(c2ccccn2)CC1
-2	1.1	-2	-1	4	1	80*	i	6	-4	Cc1cc(SCC(=O)N2CCCC2=O)nc2c(C)cccc12
11	1.8	-7	3	-4	-3	2	i	-2	5	CCOC(=O)c1cc(C)nc(Sc2ccc(C)cc2)c1C#N
4	0.1	1	0	0	7	-1	i	0	0	O=C(O)CCC(=O)Nc1cccc2cccnc12
3	0.6	5	2	1	5	-2	i	4	-2	CC(C)NC(=O)NC(=O)COC(=O)c1ccc(NC(=O)CC#N)cc1
-9	-0.8	-4	4	-5	-4	3	i	-2	-4	CCC(C)NC(=O)C1CCN(C(=O)c2ccccc2)CC1 (configuration not stated)
5	0.0	1	0	1	12	-4	i	-6	-6	Cc1ccc(S(=O)(=O)N2CCC(C(=O)NCc3cccnc3)CC2)cc1
7	6.6	-1	1	-7	-3	-5	i	-3	-10	O=C(Nc1ccn(Cc2c(F)c(F)c(F)c(F)c2F)n1)c1ccc(COc2ccccc2Cl)cc1
1	3.5	-14	4	-2	-3	-2	i	-3	-3	COC(=O)c1ccccc1N/C=C/C(=O)c1ccc(Br)cc1
5	1.3	-1	-2	-3	0	3	i	1	-9	CN1C(=O)N(C)C(c2ccccc2Cl)C2=C1CC(C)(C)CC2=O (configuration not stated)
5	27	-7	4	-7	2	18	i	-4	-1	Cc1ccc(-c2nc(NCCN(C)C)c3ccccc3n2)cc1
9	-1.7	-24	0	0	0	1	i	-4	8	CNS(=O)(=O)c1ccc2c3c(cccc13)C(=O)N2
0	-0.7	-3	-2	-3	1	-6	i	2	-10	COc1ccc(C)cc1S(=O)(=O)N1CCc2ccccc2C1
5	-0.9	3	-3	-4	2	1	i	0	-6	COc1ccc(CC(=O)Nc2c3c(nn2C(C)(C)C)CS(=O)C3)cc1 (configuration not stated)
10	1.1	-1	-2	-2	36*	6	i	1	-14	C[C@H](CO)N1C[C@H](C)[C@@H](CN(C)C(=O)Nc2ccc(C(F)(F)F)cc2)Oc2c(NS(=O)(=O)c3ccccc3)cccc2C1=O
-15	0.6	4	-2	2	0	1	i	-5	-5	CCc1noc(C)c1C(=O)NC1CCCc2c1cnn2-c1ccc(C(C)(C)C)cc1 (configuration not stated)
46*	-7.9	-64	0	1	6	-8	i	1	-7	Cc1ccc(NC(=O)CSCC(=O)Nc2ccccc2C(=O)N2CCCCC2)cc1
8	0.1	4	nt	9	-10	nt	nt	4	nt	O=C1NC[C@@H](CCCCN2C[C@H](Cc3ccc(O)cc3)N(CCc3ccccc3)C(=O)C2=O)N(CCc2ccccc2)C1=O
0	0.3	4	0	-3	-13	2	i	-1	-2	C[C@H]1COC(=O)[C@H](CC(=O)OC(C)(C)C)C/C=C\C[C@@H](CC(=O)N[C@@H](CO)Cc2ccccc2)C(=O)N1
4	1.4	-9	0	5	9	-8	i	1	nt	COc1ccccc1CNC(=O)Nc1nc(C(N)CCc2ccccc2)cs1 (configuration not stated)
13	-1.2	2	-2	0	10	4	i	nt	3	CCCCn1c(N)c(N(CCOC)C(=O)C2CCN(C(=O)c3ccc(Cl)cc3)CC2)c(=O)[nH]c1=O
4	-1.4	0	0	-5	-4	1	i	2	-22	Cc1noc(C(F)(F)F)c1C(=O)NNC(=O)c1cccc(C(F)(F)F)c1
8	0.3	4	1	3	-10	-1	i	-4	-2	O=C(NCc1ccc2c(c1)OCO2)c1ccc(NS(=O)(=O)c2ccc3c(c2)OCCO3)cc1
4	-1.2	3	0	3	7	-3	i	1	4	O=C(NC1CCN(S(=O)(=O)c2ccccc2)CC1)c1ccc(F)cc1
3	-1.4	-1	3	3	-5	-3	i	2	-5	C/C(CCc1ccc2c(c1)OCO2)=N\NC(=S)NC(C)C
-12	-0.4	0	2	-11	-11	-3	i	-3	-7	CCC(C)C(NC(=O)C1CCC(C)CC1)C(=O)Nc1ccc(OC)cc1OC (configuration not stated)
14	3.1	2	1	-2	3	0	i	3	-7	CCOc1nc(C)cc(C)c1S(=O)(=O)c1cccc(Cl)c1
3	1.2	-1	-1	-2	-20	-8	i	-6	-12	CC(C)(Oc1ccc(Cl)cc1)C(=O)OCC(=O)Nc1ncc(Cl)cc1Cl
0	0.6	-8	0	-2	15	-6	i	4	-1	CSc1ccc(/C=N/NC(=O)c2cccs2)cc1
6	0.1	7	1	-6	-10	5	i	2	3	CCOC(=O)C[C@H]1c2cc(F)ccc2S(=O)(=O)N1c1cccc(OC)c1
14	-0.1	1	0	-3	-8	19	i	-1	-4	CCOCCCN(CCC#N)C(=O)C1CCN(S(=O)(=O)c2ccc(-n3cnnn3)cc2)CC1
3	3.5	2	-8	16	18	3	i	5	-5	O=C(Nc1cccc(NC(=O)c2ccc(-c3ccc(Br)cc3)o2)c1)c1ccccc1

# Profiles from above. Order of values: SKN-1 block	LMPTP inh	SUMO1 PPI mod	STEP block	NadD inh	CendR NRP1 mod	DNMT1 block	Rpn11 block	MT1-MMP act inh	Scp-1 inhibitor
# CSc1ccc(/C=N/NC(=O)c2cccs2)cc1 reads 0	0.6	-8	0	-2	15	-6	i	4	-1
# CCc1noc(C)c1C(=O)NC1CCCc2c1cnn2-c1ccc(C(C)(C)C)cc1 (configuration not stated) reads -15	0.6	4	-2	2	0	1	i	-5	-5
# O=C(Nc1cccc(NC(=O)c2ccc(-c3ccc(Br)cc3)o2)c1)c1ccccc1 reads 3	3.5	2	-8	16	18	3	i	5	-5

# Fetched by compound from the list above, 3 records:
SKN-1 block	LMPTP inh	SUMO1 PPI mod	STEP block	NadD inh	CendR NRP1 mod	DNMT1 block	Rpn11 block	MT1-MMP act inh	Scp-1 inhibitor	compound
5	-0.9	3	-3	-4	2	1	i	0	-6	COc1ccc(CC(=O)Nc2c3c(nn2C(C)(C)C)CS(=O)C3)cc1 (configuration not stated)
4	-1.2	3	0	3	7	-3	i	1	4	O=C(NC1CCN(S(=O)(=O)c2ccccc2)CC1)c1ccc(F)cc1
46*	-7.9	-64	0	1	6	-8	i	1	-7	Cc1ccc(NC(=O)CSCC(=O)Nc2ccccc2C(=O)N2CCCCC2)cc1
